# Screening results deposited in PubChem BioAssay by several laboratories.
# Cardio protect: myocardial damage modulation in H9c2 cells; H9c2 cardiomyocytes, H2O2 injury protection, ATPLite, 2 h; protection from H2O2 cell death, % at 20 µM; 360,000 tested, 0.63% active; AID 588492;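 active = compounds giving at least 50% protection of heart cells from peroxide-induced death in the single-dose screen, raw or plate-pattern-corrected value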;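 also: 0% = DMSO wells with peroxide and 100% = DMSO wells without peroxide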
# PDI inh: PDI (human) enzyme inhibition | 350,000 tested, 0.052% active | PDI insulin aggregation turbidity, A650, 90 min | AID 588391 | inhibition, % at 10 µM;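 active = mean inhibition across replicates of 30% or more, whatever share of single replicates reach that level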;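 also: absorbance from insulin aggregation driven by PDI reduction with DTT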
# Target sequence (P07237 whole entry, looked up): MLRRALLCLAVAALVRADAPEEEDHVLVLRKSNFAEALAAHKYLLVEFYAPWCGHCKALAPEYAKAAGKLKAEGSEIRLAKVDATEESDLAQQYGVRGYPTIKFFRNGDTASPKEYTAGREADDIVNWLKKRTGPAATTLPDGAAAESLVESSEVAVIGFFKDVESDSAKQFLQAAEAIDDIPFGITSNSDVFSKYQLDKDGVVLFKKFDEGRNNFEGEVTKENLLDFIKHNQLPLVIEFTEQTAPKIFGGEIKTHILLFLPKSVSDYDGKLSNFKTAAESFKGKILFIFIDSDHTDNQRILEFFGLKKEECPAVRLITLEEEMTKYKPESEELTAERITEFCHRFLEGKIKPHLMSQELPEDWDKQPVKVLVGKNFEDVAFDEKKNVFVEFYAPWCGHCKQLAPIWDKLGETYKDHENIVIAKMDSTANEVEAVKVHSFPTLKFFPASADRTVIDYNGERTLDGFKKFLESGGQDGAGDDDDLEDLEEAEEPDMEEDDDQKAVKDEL
# NR2E3 ag-1: activates human photoreceptor nuclear receptor NR2E3 | GST-NR2E3/biotin-RetCOR TR-FRET, 1536-well | inhibition of corepressor binding, % at 4.78 µM | 320,000 tested, 0.12% active | AID 2300;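 active = percent inhibition above the cutoff of mean plus 3 SD of all tested compounds, set per screening campaign, cut at about 20% in these data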;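 also: 0% = DMSO wells and 100% = biotin wells as full block of FRET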
#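 Format: 1536-well format; test system: GST-NR2E3 and biotin-RetCOR proteins; read-out basis: percent inhibition of TR-FRET ratio; timing: 5 h incubation at 4 °C; detection: time-resolved FRET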
# CaV13 ICDI inh: Disruptors of the CACNA1D IQ motif to Ca2+-dependent inactivation inhibitor domain association, primary screening, Förster resonance energy transfer in intact living …; HEK cells, CFP/YFP FRET ICDI-IQ, plate reader, 10 min; percent FRET-ratio fall versus neutral wells; inhibition, % at 12.3 µM; 340,000 tested, 0.098% active; AID 743397;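 active = mean replicate inhibition of at least 30% and at least 1% of replicates passing that level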;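 also: 0% = median of the neutral control wells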
# hiPSC survival: enhancers of human iPSC single-cell survival; hiPSC single-cell survival, ATPlite luminescence; 100% = ROCK inhibitor wells, 0% = DMSO; survival enhancement, % at 20 µM; 360,000 tested, 0.044% active; AID 602274; in the data active = survival enhancement above about 18%;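 also: cells exposed to compounds for 16 hours before the ATP read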
# m5-HT2A agonist: agonists of mouse serotonin 5-HT2A receptor (HTR2A). P35363. CHO-K1 mHTR2A beta-arrestin complementation, luminescence; percent of 30 µM serotonin response. activation, % at 7.6 µM. 360,000 tested, 0.66% active. AID 624169;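 active = activation above a run cutoff, the mean activation of all tested compounds plus 3 SD, cut at about 14% in these data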;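 also: 0% = plate median of compound wells and 100% = 30 µM serotonin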
# Target sequence (P35363 whole entry, looked up): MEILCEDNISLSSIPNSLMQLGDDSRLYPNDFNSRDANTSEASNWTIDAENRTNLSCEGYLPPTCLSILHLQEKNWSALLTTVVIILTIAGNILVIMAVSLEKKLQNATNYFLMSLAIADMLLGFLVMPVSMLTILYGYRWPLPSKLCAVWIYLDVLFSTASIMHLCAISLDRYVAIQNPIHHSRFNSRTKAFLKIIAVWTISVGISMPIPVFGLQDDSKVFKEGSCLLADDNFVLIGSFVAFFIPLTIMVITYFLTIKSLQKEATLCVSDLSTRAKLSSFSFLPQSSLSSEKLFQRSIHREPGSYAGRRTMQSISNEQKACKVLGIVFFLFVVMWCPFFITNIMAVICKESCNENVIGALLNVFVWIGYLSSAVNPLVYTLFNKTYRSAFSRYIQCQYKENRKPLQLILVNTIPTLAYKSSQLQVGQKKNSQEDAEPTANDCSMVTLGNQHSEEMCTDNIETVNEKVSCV
# MITF TRPM1 inh: reduces MITF-dependent TRPM1 promoter luciferase signal | SK-MEL-5 TRPM1 promoter luciferase, 24 h | inhibition, % at 12.5 µM | 330,000 tested, 0.83% active;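 active = mean inhibition across replicates of 60% or more, whatever share of single replicates reaches that level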; also: values of inactives mirror those of a sister screen read the other way
# Peg3 promoter: Peg3 promoter activity inhibition; HeLa PEG-Prom luciferase reporter, luminescence, overnight; inhibition, % at 20 µM; 360,000 tested, 1.7% active;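 active = inhibition of at least 50% at 20 µM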
# Shn3 inh set2: reduces Shn3 3'UTR luciferase signal in osteoblasts; Clone20 osteoblast Shn3 3'UTR firefly luciferase, 24 h; inhibition, % at 12.5 µM; 360,000 tested, 0.52% active;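 active = mean inhibition of at least 75% with every replicate also reaching 75%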;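 also: 0% = median of neutral control wells and 100% = pilot-screen positive control compound; some compounds past the cut are filed as inactive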
# NR2E3 ag-2: agonists of human NR2E3 nuclear receptor | Q9Y5X4 | AID 602229 | inhibition of corepressor binding, % at 3.98 µM | CHO-S Gal4-NCOR/VP16-NR2E3 two-hybrid, luciferase | 360,000 tested, 0.35% active;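 active = inhibition above the mean of all tested compounds plus 3 SD, cut at about 70% in these data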;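 also: 0% = DMSO with NR2E3 transfected cells and 100% = cells lacking NR2E3 construct; higher means lower luciferase signal from less NR2E3 corepressor binding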
# HIF-2a block: blocks HIF-2a reporter activity | 786-0 RCC cells HIF-2a reporter, luciferase luminescence, overnight | inhibition, % at 18.8 µM | 360,000 tested, 0.72% active | AID 624352;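 active = inhibition of the luminescence signal of 40% or more relative to plate controls, in a single-dose primary screen at 18.75 µM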
# The depositor's hits bear a star; / = not tested or not shown.
SMILES,Cardio protect,PDI inh,NR2E3 ag-1,CaV13 ICDI inh,hiPSC survival,m5-HT2A agonist,MITF TRPM1 inh,Peg3 promoter,Shn3 inh set2,NR2E3 ag-2,HIF-2a block
Cc1ccc(NC(=O)[C@@]2(CC(=O)O)CC(/C=C/c3ccccc3)=NO2)c(C)c1,1.3,-11.0,-3.0,-3.5,0.1,9.3,8.5,-2.6,-25.1,-20.5,0.7
O=C(O)CN(C1CCCCC1)S(=O)(=O)c1ccc(F)cc1,0.4,14.2,1.3,-5.0,-0.1,5.8,-3.8,18.8,-9.9,-0.4,14.0
COC(=O)Cn1c(C(=O)N2CCCC2)cc2c1C[C@H]1CN(C(=O)c3ccccc3)[C@@](Cc3ccc(OC)cc3)(C(=O)OC)[C@@H]21,/,/,/,-9.4,2.6,-1.3,/,/,/,-10.9,11.0
Cc1ccc(OCCC(=O)Nc2ccccc2C(=O)NC2CC2)cc1,-0.1,-1.4,/,-13.8,-0.1,-1.7,-5.2,12.6,15.8,18.3,11.4
Nc1cc(N)nc(SCC(=O)Nc2ccccc2N2CCOCC2)n1,3.7,0.0,3.3,2.5,0.2,0.6,10.1,2.0,-1.8,1.8,13.2
Cc1cccc(/C=N\NC(=O)c2ccccc2-n2cccc2)c1,10.4,2.6,-0.8,2.2,0.3,0.7,6.9,6.7,-12.9,-14.0,-6.7
C[C@@H]1CN([C@@H](C)CO)C(=O)CCCn2nncc2CO[C@@H]1CN(C)C(=O)Nc1ccccc1,2.5,-0.8,/,-3.2,-3.3,-2.2,/,-20.8,-9.3,-23.2,-0.5
CC(C)CN(CCCNC(=O)CN1C(=O)COc2ccc(S(=O)(=O)N3CCCC3)cc21)CC(C)C,17.4,3.5,1.1,-0.1,-2.2,7.9,7.8,4.5,-14.5,-27.8,10.3
CCC1c2ccc(C)n2CCN1C(=O)Nc1ccccc1C(=O)OC (centres undefined),1.9,9.3,0.2,-7.6,-2.0,-9.6,8.2,-1.9,6.8,11.5,8.3
Cc1ccccc1-n1c(C)nnc1SCC(=O)NCC1CCCO1 (centres undefined),2.9,3.3,1.2,-9.5,-0.2,5.7,0.4,11.6,-0.7,-4.2,3.1
Cc1nc(Cl)c2oc3ccccc3c2n1,-12.1,2.2,0.1,-3.4,-2.2,0.8,0.8,16.4,4.5,-19.0,23.2
O=C(CN1C(=O)NC2(CCCC2)C1=O)Nc1ccccc1F,-1.2,5.0,-1.6,-8.7,-2.6,-0.5,9.5,-0.2,18.5,-40.2,-2.9
Cc1nn2c(N3CCCC3)cc(C(C)C)nc2c1-c1ccccc1,0.6,-4.0,0.2,-5.6,-2.2,1.2,4.1,25.0,4.5,-16.2,17.1
COc1ccc(CNC(=O)c2cc(C)nn2-c2ccccc2)cc1,-0.1,-1.3,1.8,-0.4,-0.3,-1.4,6.4,-1.4,16.9,-44.7,20.3
Cc1cc2ccccc2n1CCNC(=O)c1ccc(Br)o1,8.7,/,1.2,-3.8,-1.4,-4.0,-20.7,-48.0,-22.4,-101.2,-24.9
CCOc1cccc(NC(=O)CC#N)c1,6.5,0.6,6.5,-3.8,1.6,8.6,5.1,4.0,1.0,-1.6,13.3
COc1cccc(CNc2nc3cc(-c4ccc(OC)cc4C)sc3c(=O)n2C)c1,-20.0,-5.3,/,-4.6,0.2,-0.3,/,-5.3,-0.4,-16.3,-97.9
C=CCC(CC=C)(NC(=O)c1ccccc1C)c1ccccc1,-1.3,-10.7,-1.8,-4.3,-1.4,9.0,3.8,-0.3,0.4,6.8,15.0
CCOC(=O)N1CCC(N2Cc3cccc(C(=O)NCc4ccc(C)cc4)c3C2=O)CC1,18.1,/,6.7,-3.6,-0.6,-0.6,15.2,24.2,6.2,-39.8,13.5
CNC(=O)NC(=O)C(C)OC(=O)c1ccc(Cl)c(S(=O)(=O)Nc2ccc(F)cc2)c1 (centres undefined),1.4,-6.1,-1.4,-5.2,-0.5,-1.5,0.2,23.9,6.0,-23.4,14.4

# Of the compounds above, these contain four or more nitrogen atoms.
SMILES,Cardio protect,PDI inh,NR2E3 ag-1,CaV13 ICDI inh,hiPSC survival,m5-HT2A agonist,MITF TRPM1 inh,Peg3 promoter,Shn3 inh set2,NR2E3 ag-2,HIF-2a block
Nc1cc(N)nc(SCC(=O)Nc2ccccc2N2CCOCC2)n1,3.7,0.0,3.3,2.5,0.2,0.6,10.1,2.0,-1.8,1.8,13.2
C[C@@H]1CN([C@@H](C)CO)C(=O)CCCn2nncc2CO[C@@H]1CN(C)C(=O)Nc1ccccc1,2.5,-0.8,/,-3.2,-3.3,-2.2,/,-20.8,-9.3,-23.2,-0.5
CC(C)CN(CCCNC(=O)CN1C(=O)COc2ccc(S(=O)(=O)N3CCCC3)cc21)CC(C)C,17.4,3.5,1.1,-0.1,-2.2,7.9,7.8,4.5,-14.5,-27.8,10.3
Cc1ccccc1-n1c(C)nnc1SCC(=O)NCC1CCCO1 (centres undefined),2.9,3.3,1.2,-9.5,-0.2,5.7,0.4,11.6,-0.7,-4.2,3.1
Cc1nn2c(N3CCCC3)cc(C(C)C)nc2c1-c1ccccc1,0.6,-4.0,0.2,-5.6,-2.2,1.2,4.1,25.0,4.5,-16.2,17.1

# (next part)
SMILES,Cardio protect,PDI inh,NR2E3 ag-1,CaV13 ICDI inh,hiPSC survival,m5-HT2A agonist,MITF TRPM1 inh,Peg3 promoter,Shn3 inh set2,NR2E3 ag-2,HIF-2a block
Clc1ccc(Cc2nnc(-c3ccccc3Br)o2)cc1,-2.2,-2.0,3.4,-6.3,0.0,-1.4,-50.5,-145.3,-24.4,-36.4,-172.9
CC1CCCC(NC(=O)CNCc2ccccc2F)C1C (centres undefined),3.1,-1.9,0.0,-0.8,-0.6,0.8,-4.7,-3.3,-2.6,-12.5,-14.4
N#Cc1ccc(Sc2nc3ccccc3[nH]2)cc1C#N,1.0,-3.9,-3.1,-3.3,-3.0,-6.8,-3.8,7.7,10.4,18.8,-7.5
Cc1ccc(NC(=O)C2OCCc3ccccc32)cc1C (centres undefined),-9.7,1.9,0.8,-2.6,-0.3,2.5,-67.4,-219.0,-75.1,-82.2,-270.8
O=C(O)c1cn[nH]c1-c1cccc([N+](=O)[O-])c1,-2.7,4.3,2.6,3.7,-0.6,-1.1,5.2,6.3,-2.7,-20.4,18.4
COc1ccc(/C=c2\sc3nc(=O)c(C)nn3c2=O)c(OC)c1,2.0,-8.8,8.0,-24.8,-0.2,1.0,5.8,7.8,-2.4,-10.2,6.9
Cc1cc(-n2c(SCC(=O)Nc3ccc(F)c(F)c3)nc3n[nH]c(C)c3c2=N)ccc1Cl,5.1,-3.0,1.3,-2.4,-0.5,3.2,46.2,83.7*,52.3,14.4,6.9
Cc1cccc(C(=O)Nc2ccccc2SCC2CSc3nc4ccccc4c(=O)n32)c1 (centres undefined),23.3,5.0,2.0,-2.8,1.4,-1.9,1.3,11.2,7.4,-27.1,-6.9
O=C(c1ccc2oc(CCCc3ccccc3)nc2c1)N1CCCCC1CO (centres undefined),-0.2,3.0,/,-3.2,0.4,1.1,-73.9,-286.4,-65.0,-91.0,-156.3
Cc1cc(S(=O)(=O)NCCCN2CCOCC2)ccc1Br,-1.3,0.5,3.7,-5.3,-0.3,-6.0,-1.9,12.3,-16.9,-6.2,-4.8
CCS(=O)(=O)N1CCN(c2ccc([N+](=O)[O-])c(N3CCOCC3)c2)CC1,13.6,-6.2,2.1,2.9,1.0,-1.6,3.8,10.4,-0.1,-10.0,19.6
O=C(Cn1nnc(-c2ccccc2)n1)NCc1ccc2c(c1)OCO2,2.0,-17.6,8.3,1.4,-3.3,0.1,4.7,14.0,-0.8,-11.2,12.8
CNc1cccc(-c2cc(OC)ccc2OC)n1,-4.5,1.5,/,-6.3,-1.0,-1.0,/,-4.1,9.0,-11.9,-24.3
O=C(NC1CC2CCCC(C1)N2C(=S)Nc1ccccc1)C1CC1 (centres undefined),-2.9,-31.9,4.4,-3.6,-0.6,2.8,-11.7,-9.1,-16.1,-19.5,8.2
COC(=O)C1=C(C)NC(=O)C1(Nc1nccs1)C(F)(F)F (centres undefined),13.4,-1.6,-1.9,-5.2,-2.8,4.0,-7.0,4.6,0.3,-16.1,5.5
Cc1c(Cl)c([N+](=O)[O-])nn1CCCC(=O)NCCc1ccccc1,4.7,-1.6,3.2,-6.5,0.3,-2.0,-47.2,-83.3,-24.8,-43.7,-113.8
CC(C)(C)c1csc(NC(=O)CSC2=NCCS2)n1,-11.4,4.8,3.5,-2.5,-0.4,6.8,-0.3,-11.9,-2.1,-19.5,5.1
COc1ccc(C2=NCCc3cc(OC)c(OC)cc32)cc1,7.7,-1.3,-0.1,-4.1,-1.0,-7.2,11.6,5.2,-29.5,-5.6,3.8
CCOC(=O)C1=CCN(S(=O)(=O)c2ccc(F)cc2)C1c1cccc(C)c1 (centres undefined),-1.4,/,/,-4.6,-1.7,4.5,/,19.6,22.4,9.0,9.5
COc1cccc(OC)c1C(=O)Nc1ccc(S(=O)(=O)Nc2cc(C)nc(C)n2)cc1,-0.2,8.7,0.5,-3.8,-0.8,3.2,5.5,0.3,-2.4,-23.4,10.3
Cc1cc(N2CCOCC2)nc2ccc(NC(=S)NCCC(C)C)cc12,3.0,-7.4,-1.0,-14.6,-0.4,-11.2,-1.4,-29.2,40.8,-42.7,-70.9
CN1C(=O)C(C)(C)c2cc(S(=O)(=O)N3CCC(C(=O)Nc4ccc(Cl)cc4)CC3)ccc21,0.1,9.9,1.6,-6.2,-0.3,-1.8,/,15.2,3.6,-29.0,12.3
CC(=O)NC1=NN(C(C)=O)C(C)(c2ccc(Br)cc2)S1 (centres undefined),4.1,-13.0,-2.0,-14.4,-0.4,-3.0,4.2,9.7,7.0,-16.7,5.6
COCCN(C(=O)COC(=O)c1cccc2ccccc12)c1c(N)n(Cc2ccccc2)c(=O)[nH]c1=O,-0.6,5.6,-1.6,-6.2,-0.4,3.2,-2.0,13.6,1.8,18.1,11.7
CN(Cc1ccccc1)C(=O)CCSc1nc(-c2ccc3c(c2)OCO3)cc(C(F)(F)F)n1,-14.0,-1.5,-1.7,/,-2.0,0.6,-10.2,27.0,12.4,-17.7,14.0
O=C(Nc1cccc(CCc2ccccn2)c1)c1cc(F)c(F)cc1Cl,6.9,3.1,-3.6,-5.3,-2.0,0.3,7.9,6.8,-7.6,-10.0,1.2
O=S(=O)(c1ccc(OC(F)(F)F)cc1)N1CCC(O)(c2cccc(C(F)(F)F)c2)CC1,-13.4,8.8,0.9,-4.2,0.1,8.2,9.8,18.8,8.4,22.4,15.1
NC(=O)C1CCN(C(=O)CCC(=O)c2ccc(F)cc2)CC1,1.4,-0.6,2.7,-20.5,0.0,-3.5,-2.7,5.7,-13.0,-2.8,11.5
CC1(C)C(=O)Nc2ccccc2N1C(=O)CN1C(=O)c2ccccc2C1=O,1.2,-2.9,0.5,-4.6,7.8,6.3,-8.0,-1.2,-1.4,-27.1,3.3
Cc1ccc(C(=O)CNc2cc(C)ccc2C)cc1,3.5,-12.5,0.9,-5.3,0.4,1.1,2.3,-13.1,1.5,-23.9,-6.2
